Screens: PubChem BioAssay, The Scripps Research Institute Molecular Screening Center
LEDGF integ inh: blockers of LEDGF/p75-dependent integrase strand transfer – biochemical, TR-FRET, high throughput, primary screen. HIV-1 integrase (with human LEDGF/p75). TR-FRET IN-LEDGF/p75 DNA integration, Eu/Cy5. inhibition, % at 3.7 µM. 0.64% of 370,000 active;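 active = inhibition above the screen-wide mean plus 3 SD, cut at about 13% in these data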;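 note: signal is the Cy5 over europium emission ratio at 671 and 618 nm; 0% = plate median of compound wells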
KLK7 zymogen act: proKLK7 zymogen activators, primary screen, biochemical, fluorescence intensity | activation, % at 7 µM | purified proKLK7, EDANS-DABCYL substrate fluorescence; 100% is mature enzyme control, 0% vehicle | 0.9% of 370,000 active | Kallikrein-7 (Homo sapiens), P49862;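 active = activation above the mean of all tested compounds plus 3 SD, computed per campaign excluding outliers beyond control limits, cut at about 13% in these data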
PRMT1 FP inh: PRMT1 methyltransferase inhibitors, primary screen, biochemical, fluorescence polarization | Protein arginine N-methyltransferase 1 (Homo sapiens), Q99873 | recombinant PRMT1, activity-based probe fluorescence polarization | inhibition, % at 2.79 µM | 1.3% of 370,000 active;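 active = inhibition above about 21% made by adding two undisclosed values, limit read from the data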
Target sequence (Q99873 whole entry, looked up): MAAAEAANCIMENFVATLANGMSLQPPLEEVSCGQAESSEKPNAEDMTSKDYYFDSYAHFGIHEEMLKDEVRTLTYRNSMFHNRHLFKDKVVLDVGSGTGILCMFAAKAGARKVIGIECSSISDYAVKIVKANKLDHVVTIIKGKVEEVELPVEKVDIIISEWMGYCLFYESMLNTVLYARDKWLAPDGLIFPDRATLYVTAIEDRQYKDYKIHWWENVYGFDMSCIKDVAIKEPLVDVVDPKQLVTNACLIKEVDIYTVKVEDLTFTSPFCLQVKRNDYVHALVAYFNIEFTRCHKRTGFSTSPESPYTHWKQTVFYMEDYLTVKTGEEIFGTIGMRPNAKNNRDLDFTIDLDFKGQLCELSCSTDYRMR
SIAE primary: human SIAE inhibitors, primary screen, biochemical, fluorescence polarization, FP-Rh probe, 1536-well HTS. 0.69% of 370,000 active. SIAE FP-Rh probe binding. Sialate O-acetylesterase (Homo sapiens), Q9HAT2. AID 1053197, 2014. inhibition, % at 9.66 µM;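 active = inhibition above a cutoff: mean of compounds within the control limits plus 3 SD of those, cut at about 17% in these data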;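 note: 0% = plate median of compound wells and 100% = probe without SIAE protein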
DDE Tn7 FP inh: inhibitors of Tn7 peptide binding to fibrin DD(E), primary screen, biochemical, fluorescence polarization, human fibrin, Tn7 probe; Fibrinogen beta chain (Homo sapiens), P02675; inhibition, % at 8.3 µM; FP displacement of FITC-Tn7 peptide from fibrin DD(E); 0% = median of compound wells per plate; 0.13% of 370,000 active;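 active = inhibition above the mean of compounds falling within the control limits plus 3 SD of them, cut at about 14% in these data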;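 note: 0% = plate median of compound wells and 100% = 10 µM Aha-Tn7 peptide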
Target sequence (P02675 whole entry, looked up): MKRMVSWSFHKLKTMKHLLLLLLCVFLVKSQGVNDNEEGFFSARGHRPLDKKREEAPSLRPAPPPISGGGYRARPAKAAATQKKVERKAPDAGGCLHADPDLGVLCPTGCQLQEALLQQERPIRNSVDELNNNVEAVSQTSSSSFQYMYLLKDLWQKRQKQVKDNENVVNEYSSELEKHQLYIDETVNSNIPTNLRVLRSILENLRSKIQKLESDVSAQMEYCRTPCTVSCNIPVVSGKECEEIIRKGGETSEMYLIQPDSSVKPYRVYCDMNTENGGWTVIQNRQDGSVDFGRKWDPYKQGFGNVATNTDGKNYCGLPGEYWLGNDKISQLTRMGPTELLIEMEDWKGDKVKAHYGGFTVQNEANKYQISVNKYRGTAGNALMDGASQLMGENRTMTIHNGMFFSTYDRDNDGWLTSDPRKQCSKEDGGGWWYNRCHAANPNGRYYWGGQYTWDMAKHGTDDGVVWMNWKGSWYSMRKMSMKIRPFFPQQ
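System: human fibrin DD(E); quantity: Fibrin-DD(E) at 2 µM final; also added: fluorescent Tn7 probe at 0.1 µM; compound dosing: single nominal test concentration of 8.3 µM per compound; schedule: 10 min preincubation, 3 h with tracer, room temperature; detection: fluorescence polarization of the labelled Tn7 tracer; repeats: one replicate per compound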
TCR CD3 inh: inhibitors of human TCR-CD3 interaction, primary screen, biochemical, fluorescence, TAMRA-labeled TCR probe; T-cell receptor (TCR); inhibition, % at 9.4 µM; 0.37% of 360,000 active; AID 651800, 2012; in the data active = inhibition above about 19%;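 note: recombinant mutant TCR 2C K166C tagged with TAMRA read by polarization; 0% = receptor in buffer alone and 100% = receptor with positive control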
Tn6 DDE FP: inhibitors of Tn6 peptide binding to fibrin DD(E), primary screen, biochemical, fluorescence polarization, human fibrin, Tn6 probe; Fibrinogen beta chain (Homo sapiens), P02675; Fibrin DD(E) TRITC-Tn6 fluorescence polarization displacement; inhibition, % at 8.3 µM; 0.21% of 370,000 active; AID 720509, 2013;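 active = inhibition above a per-campaign cutoff: mean of compounds within control limits plus 3 SD, cut at about 15% in these data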;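 note: 0% = median of all compound wells on the plate and 100% = blocking peptide control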
TDP2 absorb: human TDP2 enzyme inhibitors, primary screen, biochemical, epi absorbance, recombinant enzyme | T5PNP hydrolysis, p-nitrophenol absorbance 415 nm | inhibition, % at 12.8 µM | 0.34% of 370,000 active;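 active = inhibition above the mean of all tested compounds plus 3 SD, set per campaign, cut at about 25% in these data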;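 note: 0% = DMSO with enzyme and 100% = buffer with substrate but no TDP2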
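System – recombinant human TDP2 · Amount – 120 nM TDP2 per well · Buffer or medium – Mg2+-containing Tris-HCl buffer, pH 7.5 · Reagent – T5PNP substrate, 5 mM · Dosing – 12.8 µM single point, 1% DMSO · Incubation – 2 h at 37 °C · Measured by – epi absorbance · Read-out basis – percent inhibition · Benchmarks – high control without enzyme, low control DMSO plus TDP2 · Repeats – singlicate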
UHRF1 MBD2 ctr: UHRF1 methylated DNA binding inhibitors, primary screen, counter-screen for MBD2 inhibitor project, biochemical, TR-FRET, human UHRF1, single concentration; E3 ubiquitin-protein ligase UHRF1 (Homo sapiens), Q96T88; inhibition, % at 4.4 µM; UHRF1 binding to methylated oligo; 0.75% of 370,000 active; in the data active = inhibition above about 21%;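 note: UHRF1 SRA domain binding a hemimethylated CpG hairpin DNA probe; 0% = median of test compound wells and 100% = reference inhibitor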
MBD2 inh: inhibitors of MBD2 binding to methylated DNA, primary screen, biochemical, TR-FRET, DNA-binding domain, human. MBD2 binding to methylated oligonucleotide. inhibition, % at 4.4 µM. AID 686964, 2013. 0.31% of 370,000 active; in the data active = inhibition above about 13%
* = called active by the depositor; & = joins results of further samples.

SMILES | LEDGF integ inh | KLK7 zymogen act | PRMT1 FP inh | SIAE primary | DDE Tn7 FP inh | TCR CD3 inh | Tn6 DDE FP | TDP2 absorb | UHRF1 MBD2 ctr | MBD2 inh
O=C(NCc1ccccc1)c1ccccc1-c1nc2ccccc2[nH]1 | -2 | 0.4 | 0 | 1 | -1 | 1 | 6 | -1 | -2 | -1
CCN(CC(=O)Nc1c(F)cccc1F)C(=O)CCOc1ccc(C)cc1 | 2 | 0.2 | -1 | -2 | -9 | 2 | 4 | -2 | 0 | -1
O=C(CCn1c2c(c3ccccc31)CCCC2)NNC(=O)c1ccccc1[N+](=O)[O-] | 0 | 0.5 | -3 | -4 | 6 | 5 | -1 | 7 | -7 | -5
COc1ccc(CNc2cc(C)nc3ccc(OC)cc23)cc1 | 9 | -0.4 | -2 | -2 | -4 | 0 | -2 | -5 | 2 | -1
COc1cc(CCCN[C@H](CN)Cc2ccccc2)cc(OC)c1OC | -2 | 0.0 | -1 | 1 | -4 | 3 | 0 | 5 | -3 | -3
Cc1cccc(S(=O)(=O)NC(=O)C2(C)CCN2C(=O)Cc2cc(F)ccc2F)c1 (centres undefined) | 2 | 0.3 | 3 | 1 | 0 | -7 | 6 | 6 | 0 | -3
COc1ccccc1N1CCN(Cc2nc3ccccc3c(=O)n2CC(C)=O)CC1 | -3 | 0.1 | 1 | -1 | 3 | -1 | -9 | 2 | 0 | -3
O=C(O)c1ccc(N/N=C/c2cc3c(cc2[N+](=O)[O-])OCO3)cc1 | -2 | 0.0 | 4 | -3 | 0 | 7 | 7 | -9 | -3 | -8
COc1ccccc1CC(=O)NCc1csc(-c2cccs2)n1 | -2 | -0.1 | 2 | -4 | 3 | -5 | -4 | -9 | 1 | 1
CC1C(=O)N2CCCc3cc(NS(C)(=O)=O)cc1c32 (centres undefined) | 2 | 0.2 | 6 | 8 | -2 | -7 | 0 | 0 | 1 | 5
CCN(c1ccccc1)P(=O)(Nc1ccccc1)Nc1ccccc1 | 1 | 0.5 | -1 | 4 | -3 | 4 | 3 | -4 | -3 | -3
O=C(N/N=C/c1coc2ccccc2c1=O)c1cn(-c2ccccc2)nc1-c1ccccc1 | 3 | 0.2 | -3 | -9 | 7 | 4 | -5 | 8 | -5 | 3
Cc1cc(Cl)c(S(=O)(=O)NC(C(=O)O)c2ccccc2)cc1OCC(N)=O (centres undefined) | 4 | -0.2 | -1 | 5 | 0 | 1 | -1 | 6 | -1 | 3
CCCc1nnc(NC(=O)CSc2nc3ccccc3[nH]2)s1 | -4 | -0.4 | -1 | -2 | -4 | 4 | -7 | 10 | -2 | 1
CCn1c(C2CC(=O)N(c3cc(C)cc(C)c3)C2)nc2ccccc21 (centres undefined) | 3 | 0.1 | -3 | -3 | -9 | 1 | 10 | -12 | 2 | 1
CNCc1ccccc1Sc1cc(O)ccc1O | 5 | 0.6 | 58* | 17 | 3 | 3 | -4 | 13 | -3 | -2
CC(C)N1CCN(c2ccncc2S(=O)(=O)N2CCCCC2)CC1 | 6 | 0.2 | -3 | -1 | -6 | -12 | -2 | -15 | 4 | -6
O=C(NCCC1CC1(Cl)Cl)c1ccc([N+](=O)[O-])cc1 (centres undefined) | 1 | -1.2 | -2 | -13 | 0 | 5 | 5 | -19 | 0 | 0
CCOC(=O)c1ccc(N2C(=O)CC(SCC(N)C(=O)OCC)C2=O)cc1 (centres undefined) | -1 | 0.4 | 19 | -2 | -7 | -2 | -6 | 9 | 3 | 1
Cc1ccnc(N2C(=O)C3C4CC(C(Br)C4Br)C3C2=O)c1 (centres undefined) | -5 | -0.9 | -1 | 0 | 9 | 5 | 6 | -12 | -1 | 3
Cc1ccc(CNC(=O)NCc2ccccc2)cc1 | 2 | -0.4 | 0 | 13 | -5 | 0 | -2 | 8 | -1 | -2
O=C(NCCCc1ccccc1)N1CCOCC1 | 1 | 0.4 | -4 | -4 | 7 | 0 | 7 | 13 | -3 | -2
N#C/C(=C\c1cccc(Oc2ccccc2)c1)C(=O)N1CCOCC1 | -4 | 0.8 | 3 | 1 | -3 | -2 | -2 | 11 | -1 | 0
CCOC(=O)Cn1nc(C)n(-c2ccc(Cl)cc2)c1=O | -4 | -0.2 | 4 | -5 | -8 | -2 | 2 | -5 | 1 | -2
CC(=O)Nc1ccc(Nc2ncnc3c2cnn3-c2cccc(C)c2)cc1 | -8 | 0.8 | 1 | -7 | 3 | 1 | -10 | -3 | 0 | -2
Nc1nc(N)c(N=O)c(Nc2ccc(Cl)c(Cl)c2)n1 | -4 | -4.2 | 9 | 8 | 10 | -3 | -15 | -3 | -5 | 2
CCc1noc(C)c1C(=O)NNC(=O)COc1ccccc1C | -7 | -0.4 | -2 | -1 | 4 | 1 | 7 | -4 | 2 | 3
O=c1oc(-c2ccc(Br)o2)nc2ccccc12 | 5 | 0.2 | 0 | -5 | -12 | 4 | -14 | -2 | -1 | 0
COc1cc(OC)nc(Oc2ccc(N)c(C)c2)n1 | -2 | 0.3 | 2 | 2 | -2 | -1 | -6 | -2 | -2 | 8
Cc1[nH]nc(N=CC2=C(O)CC(C)(C)CC2=O)c1-c1ccccc1 | -1&3 | -0.2&0.4 | -2&0 | -1&1 | -3&-5 | 3&1 | 8&0 | 12&6 | 0&1 | 0&3
COc1ccc(NC(=O)C(Sc2ccccc2)c2ccccc2)c(OC)c1 (centres undefined) | -1 | -0.3 | 1 | 2 | 6 | -2 | 0 | 2 | -2 | -1
COC(=O)c1cn(NC(=O)Cc2cccc(OC)c2)c(=O)c2ccccc12 | 1 | -1.7 | 0 | -5 | 5 | 2 | -9 | 17 | -3 | 2
O=C(CN1CCN(c2ccccc2O)CC1)Nc1cccnc1Cl | -1 | -0.4 | -1 | 4 | 4 | -5 | 1 | 5 | -2 | 0
COc1ccc(N2CCN(C(=O)CN3C(=O)NC4(CCCCC4C)C3=O)CC2)cc1 (centres undefined) | 0 | 0.4 | 0 | 2 | -8 | 4 | 8 | 8 | -1 | 0
O=S1CC/C(=N\O)c2ccccc21 (centres undefined) | -3 | -0.2 | 3 | -5 | 3 | -4 | 1 | 0 | 2 | 0
CC1Cc2ccccc2N1C(=O)CSc1nnnn1Cc1ccccc1 (centres undefined) | 1 | -0.5 | 0 | 1 | 3 | -3 | -5 | 8 | 0 | 5
CC(=O)Nc1ccc(NC(=O)Nc2ccc(C)cc2C)cc1 | 2 | -0.1 | 0 | 7 | 2 | -2 | 0 | -7 | 1 | 6
COc1ccc(NC(=O)CCC(=O)c2ccc(C(C)C)cc2)cc1 | -1 | 0.2 | 1 | -2 | 6 | -9 | -3 | 9 | 0 | 4
CCCN(CCC)C(=O)C(c1ccccc1)C1(O)CCCCC1 (centres undefined) | 2 | 1.0 | -4 | -1 | -1 | 3 | -5 | 4 | 0 | -3
CCOCCn1c(=NC(=O)CSCC(=O)Nc2cc(C)on2)sc2cc(OC)ccc21 | 0 | 0.5 | 1 | 8 | 2 | -2 | 2 | 1 | -2 | -6
Cc1ccc(-n2c(CSc3nc(C)cc(C)n3)nnc2SCC(=O)N2CCCC2)cc1 | 6 | 0.0 | 2 | 0 | -2 | -1 | 3 | 2 | 1 | -5
Cc1sc(NC(=O)CSc2nnnn2C2CCCC2)c(C#N)c1C | 0 | -0.2 | 0 | 3 | 1 | 2 | -2 | 1 | 2 | 4
COc1ccc(C(=O)NCc2ccncc2)cc1S(=O)(=O)N1CCOCC1 | 0 | 0.4 | -2 | -3 | 4 | 7 | 7 | 2 | -3 | 1
CC1CC(C)CN(C(=O)CCCn2c(=S)[nH]c3ccccc3c2=O)C1 (centres undefined) | 2 | 0.6 | 0 | 0 | -1 | 4 | -5 | -8 | 3 | 2
Cc1nn(S(=O)(=O)c2cccc([N+](=O)[O-])c2)c(C)c1S(=O)(=O)N1CCOCC1 | -2 | -0.1 | 9 | 6 | 2 | -6 | -2 | 6 | 1 | -2
COCC(C)n1c(C)cc(C(=O)COC(=O)c2nc3nc(C)cc(C)n3n2)c1C (centres undefined) | 3 | 0.7 | 4 | 2 | 4 | 5 | -11 | -9 | 1 | 0
O=C(CSc1nnc(NC(=O)C2CCC2)s1)Nc1ccccc1Br | -1 | -0.2 | 8 | -8 | 2 | -8 | -6 | -17 | 3 | 5
CC1=C(C(=O)c2ccccc2)C(c2cn(-c3ccccc3)nc2-c2ccc(Cl)cc2)NC(=S)N1 (centres undefined) | -2 | 0.0 | 1 | -27 | -8 | -3 | 3 | -9 | 0 | 1
COC(=O)[C@@H](NC(=O)c1ccccc1)[C@@H](C)O | 0 | 0.5 | 1 | 5 | 0 | -4 | 3 | 9 | -1 | -6
CC1=Nc2ccccc2N=C(NC(=O)CN2CCN(c3ccc(F)cc3)CC2)C1c1ccccc1 (centres undefined) | 3 | -0.8 | -4 | -3 | 5 | -1 | 4 | -2 | -3 | -6
CCOc1ccc(Oc2cc(C)nc(SC)n2)nn1 | -1 | 0.1 | -4 | 2 | -4 | 11 | 2 | -1 | -1 | -5
CC(C)CNC(=S)NNC(=O)c1csc2c1CCC(C)C2 (centres undefined) | 1 | -0.4 | -4 | 5 | -1 | 6 | 1 | -4 | -2 | -5
COc1ccc(C(=O)Nc2ccc(CN3CCS(=O)(=O)CC3)cc2)cc1 | 2 | -0.7 | -8 | 0 | -3 | 2 | -5 | -2 | 6 | -4
C=CCN1C=C(C(=O)OCC)C(=O)CC1 | -2 | 0.3 | 3 | -1 | -3 | -6 | 1 | 3 | 1 | 3

Compounds from the list above that contain bromine:
SMILES | LEDGF integ inh | KLK7 zymogen act | PRMT1 FP inh | SIAE primary | DDE Tn7 FP inh | TCR CD3 inh | Tn6 DDE FP | TDP2 absorb | UHRF1 MBD2 ctr | MBD2 inh
Cc1ccnc(N2C(=O)C3C4CC(C(Br)C4Br)C3C2=O)c1 (centres undefined) | -5 | -0.9 | -1 | 0 | 9 | 5 | 6 | -12 | -1 | 3
O=c1oc(-c2ccc(Br)o2)nc2ccccc12 | 5 | 0.2 | 0 | -5 | -12 | 4 | -14 | -2 | -1 | 0
O=C(CSc1nnc(NC(=O)C2CCC2)s1)Nc1ccccc1Br | -1 | -0.2 | 8 | -8 | 2 | -8 | -6 | -17 | 3 | 5
